From PubChem BioAssay
Sm TGR inh = blocks Schistosoma mansoni thioredoxin glutathione reductase; Potency, µM (series often up to 114 µM), for inactives: at the highest dose activity change, negative = inhibition, most hits filed as inhibitors; purified TGR, DTNB reduction, TNB absorbance 405 nm; actives 3% (n = 360,000); Q962Y6; AID 485364; further: potency means the concentration at half of the fitted maximal effect; nearly all actives have a fitted effect of over 60% in size
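Kinetic colorimetric format: TGR-catalysed, NADPH-driven DTNB reduction monitored via TNB absorbance. Enzyme dispensed at 20 nM; compound exposure 15 min at room temperature before reaction start.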
FBPA Giardia inh = inhibitors of Giardia lamblia fructose-1,6-bisphosphate aldolase. A8B2U2. purified Giardia FBPA. Potency, µM (top dose mostly 59.6 µM), for inactives: top-dose activity, negative = inhibition, actives largely listed as inhibitors. actives 0.71% (n = 290,000); further: potency means the concentration at half of the fitted maximal effect; nearly all actives have a fitted effect of over 55% in size
Target sequence (A8B2U2 whole entry, looked up): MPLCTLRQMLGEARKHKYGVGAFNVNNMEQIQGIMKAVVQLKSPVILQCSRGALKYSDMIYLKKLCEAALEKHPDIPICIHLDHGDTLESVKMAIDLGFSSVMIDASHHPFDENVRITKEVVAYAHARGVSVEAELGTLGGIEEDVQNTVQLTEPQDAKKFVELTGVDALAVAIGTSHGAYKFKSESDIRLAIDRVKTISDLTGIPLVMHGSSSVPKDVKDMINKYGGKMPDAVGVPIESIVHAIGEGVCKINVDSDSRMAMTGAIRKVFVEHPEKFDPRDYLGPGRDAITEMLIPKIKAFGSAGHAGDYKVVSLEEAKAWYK
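Giardia FBPA (40 nM reagent) was preincubated 10 min at RT with compound (up to 57.5 uM final), then substrate plus GAPDH/TPI/NAD/arsenate coupling system with diaphorase/resazurin was added; resorufin fluorescence (525/598 nm) was read after 20 min.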
AmpC detergent = inhibitors of E. coli AmpC beta-lactamase with detergent; Potency, µM (top dose mostly 114 µM), for the others: top-dose activity change, negative = inhibition, most hits filed as inhibitors; actives 0.041% (n = 370,000); P00811; AmpC hydrolysis of nitrocefin, absorbance 480 nm, 0.01% Triton;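 further: potency means the concentration at half of the fitted maximal effect; 0% = no-compound wells and -100% = no-enzyme wells; nearly all actives have a fitted effect of over 25% in size; some results filed as inactive show a strong effect at the top dose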
Target sequence (P00811 whole entry, looked up): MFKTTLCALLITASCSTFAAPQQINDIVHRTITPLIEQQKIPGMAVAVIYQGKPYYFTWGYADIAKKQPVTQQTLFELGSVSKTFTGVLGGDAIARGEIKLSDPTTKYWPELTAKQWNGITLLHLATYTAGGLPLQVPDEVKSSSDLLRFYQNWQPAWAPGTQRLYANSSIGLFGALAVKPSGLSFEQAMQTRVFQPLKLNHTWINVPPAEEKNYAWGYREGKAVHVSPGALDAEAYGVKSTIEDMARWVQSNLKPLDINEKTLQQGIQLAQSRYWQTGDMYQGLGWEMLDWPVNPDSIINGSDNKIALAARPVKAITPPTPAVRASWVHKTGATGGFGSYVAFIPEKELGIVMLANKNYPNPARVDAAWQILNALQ
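AmpC (5.3 nM in the dispensed reagent) in 20 mM phosphate pH 7.0 with 0.01% (detergent screen) or 0.0001% Triton X-100 was preincubated with compounds for 15 min at room temperature. Nitrocefin was then added from an 800 uM solution, and hydrolysis was followed at 480 nm.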
HCMV inh = human cytomegalovirus inhibition; HFF cells, HCMV-luciferase reporter, 72 h; active compounds read low; activity change, negative = inhibition, % at 57.5 µM; actives 4.5% (n = 410,000); AID 1259415; in the data active means activity change below about -60%; inconclusive means no clear call, values can overlap the other calls; inactive means above about -39%
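HFF cells seeded 16 h at 37C, treated with compounds, infected with luciferase-reporter HCMV at MOI 1 PFU/cell; luciferase read at 72 h post infection, normalized to buffer-only and Salinomycin controls.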
AmpC no deterg = AmpC beta-lactamase inhibition without detergent; P00811; AmpC nitrocefin hydrolysis, absorbance 480 nm, 0.0001% Triton; Potency, µM (top dose mostly 57.1 µM), inactives show top-dose activity change, negative = inhibition, hits mostly inhibitors; actives 0.52% (n = 330,000);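 further: potency means the concentration at half of the fitted maximal effect; plate controls were no compound for no effect and no enzyme for full effect; nearly all actives have a fitted effect of over 20% in size; some results filed as inactive show a strong effect at the top dose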
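20 mM phosphate pH 7.0 + 0.01% (detergent screen) or 0.0001% Triton X-100; 5.3 nM AmpC reagent; cpd preinc 15 min RT; nitrocefin (800 uM stock) to start; A480 q20 s × 4 min; Activity was normalised to no-enzyme and no-compound control wells.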
HCV inh = blocks hepatitis C virus; Huh7.5.1 HCVcc-Cre infection, luciferase reporter, 44 h; Potency, µM (top dose mostly 41.8 µM), without a hit: top-dose activity change, negative = inhibition, actives largely listed as inhibitors; actives 3.4% (n = 340,000); AID 651820; further: potency means the concentration at half of the fitted maximal effect
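Whole-lifecycle infectious HCVcc-Cre system; cells 1,000/well, compound then virus (~0.5 moi) added 4 h after plating, 44 h culture. Luciferase read 15 sec following 15 min substrate incubation, room temp.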
Numbers without * were called inactive; ? = inconclusive; . = not tested or not shown; & = joins results of further samples; [ ] = another dose, or the depositor's remark. Unless noted, the call rests on the fitted dose curve; in most records, active means well fitted curve in the direction sought with a large enough effect; inconclusive means small, poorly fitted or top-dose-only effect, or another doubt; inactive means no such curve, though single readings can be large; an effect the other way counts as inactive or inconclusive. Unless noted, on the % scale 0 is the no-effect control and ±100 the full control effect.

Screens in order: Sm TGR inh, FBPA Giardia inh, AmpC detergent, HCMV inh, AmpC no deterg, HCV inh
OC1CNCc2cc3c(cc21)OCCO3 (centres undefined)
  ?, 2%, -8%, ., -16%, -20%
CCN(CC(=O)Nc1cc(Cl)ccc1C)C(=O)C1CC(=O)N(Cc2ccccc2)C1 (centres undefined)
  -1%, ., -10%, -14, 134%[activator], ?
CCC1CCCCN1CC(O)COCc1cccc(OC)c1 (centres undefined)
  4%, -8%, 0%, ?, 0%, -10%
COc1cccc(NC(=O)N2CCC(N3CCCCC3)CC2)c1
  -12%, 0%, 2%, 54, -18%, 20%
O=C(CCc1ccc(O)cc1)c1c(O)cc(O)cc1O[C@@H]1O[C@H](CO)[C@@H](O)[C@H](O)[C@H]1O
  -1%, -8%&-1%, -8%, -2, -21%, -1%
CC1=NC(=O)C(N=Nc2ccccc2)N1c1ccccc1 (centres undefined)
  0%, -24%, -14%, 107, -21%, 6%
Cc1ccc(NC(=O)C2CCCN2S(=O)(=O)c2cccc3cccnc23)c(C)c1 (centres undefined)
  -3%&-6%, ., 1%&-3%, 29&90, 40%, ?
CC(C)c1nc2sc3c(N4CCCCC4)ncnc3c2c2c1CCCC2
  4%, ., 21%, 7, ., .
COc1ccc(CCC(=O)N/N=C(\C)c2ccc3c(c2)OCO3)cc1
  -4%, ., -3%, 32, -20%, -21%
Cc1cc(C(=O)NCc2ccccc2F)cs1
  6%, 4%, 1%, 15, 2%, 4%

Next section (two carried over from the part before).
Screens in order: Sm TGR inh, FBPA Giardia inh, AmpC detergent, HCMV inh, AmpC no deterg, HCV inh
COc1ccc(CCC(=O)N/N=C(\C)c2ccc3c(c2)OCO3)cc1
  -4%, ., -3%, 32, -20%, -21%
Cc1cc(C(=O)NCc2ccccc2F)cs1
  6%, 4%, 1%, 15, 2%, 4%
CC1(C(=O)NCCOc2ccccc2Cl)CC1(Cl)Cl (centres undefined)
  -1%, 3%, 2%, ?, 11%, 8%
NC(=S)N/N=C/c1coc2ccc(Cl)cc2c1=O
  ., 1%, 1%, -23, -7%, 1%
O=C(O)C1Nc2c(C(F)(F)F)ccc(Cl)c2C2C=CCC12 (centres undefined)
  ?, 5%, -14%, -8, -24%, -14%
NP(=O)(OCCCc1ccccc1)c1ccccc1 (centres undefined)
  2%, 21%, -9%, 25, -5%, 16%
O=[N+]([O-])c1ccc(Cl)c(S(=O)(=O)Nc2ccc(-c3ccc(N4CCOCC4)nn3)cc2)c1
  6%, ., -12%, -17, -32%, 7%
COc1cc(C(=O)Nc2ccc3nc(SCc4ccccc4)sc3c2)cc(OC)c1OC
  -3%, ., -3%, -20, ., .
COc1ccc(NC(=O)/C=C/C(=O)O)c(OC)c1
  2%, -9%, 6%, -3, -18%, -1%
COc1ccccc1NC(=S)N(Cc1ccccn1)Cc1ccccc1Cl
  18%, -3%, 6%, -63*, -2%, 12%
CCCC(C(=O)NCc1ccco1)N(C(=O)CNS(=O)(=O)c1ccccc1)c1ccccc1OC (centres undefined)
  -16%, 0%, -11%, -19, -22%, -9%&-20%
CCCOc1ccc(/C=N/NC(=O)c2nnn(-c3nonc3N)c2-c2cccs2)cc1OC
  -3%, ., -1%, 0, -31%, ?
CCCCn1c(N)c(N(C)C(=O)c2cn(-c3ccccc3)nc2-c2ccccc2)c(=O)[nH]c1=O
  -4%, ., -2%, -2, -20%, 12%
Cc1cc(C)c2sc(N(CCN(C)C)C(=O)CCS(=O)(=O)c3ccccc3)nc2c1
  -20%, ?, 6%, ?, 174%[activator], 7%
O=C(OCc1cc(=O)n2nc(-c3cccs3)sc2n1)c1ccc(Cl)cc1
  2%, ., 2%, 5, ., .
COc1ccc(C2c3ccc4ccccc4c3Oc3ncn(CCCN(C)C)c(=N)c32)cc1 (centres undefined)
  1%, 0%, 1%, -64*, 229%[activator], ?
Cn1c(=O)c2cc(C(=O)Nc3cccc(C#N)c3)sc2c2ccccc21
  -1%, ., -1%, -22, ., .
COc1cc(C2=Nc3ccc(Br)cc3C(c3ccccc3)N2CC(=O)NN)cc(OC)c1OC (centres undefined)
  -1%, 5%, -3%, ?, 145%[activator], 15%
CCOC(=O)C1(CC)NC(c2ccc(OC)cc2OC)C2C(=O)N(C)C(=O)C21 (centres undefined)
  0%, 4%, 5%, 5, -10%, -1%
Cc1c(C(N)=O)c(-c2ccccc2)nn1-c1ccccc1
  -7%, 4%, -9%, -13, -20%, -7%
O=C1C2CCCN2C(c2ccc(F)c(F)c2)N1c1cccc(Cl)c1 (centres undefined)
  3%, 0%, -11%, -10, 33%, 5%
O=C(Nc1ccc(F)cc1F)c1ccc2c(=O)n3c(nc2c1)CCC3
  -7%, ., 0%, 53, -8%, ?
CC1CCN(S(=O)(=O)c2cc(C(=O)Nc3ccc(Br)cc3F)n(C)c2)CC1
  -7%, ., ?, -13, ., .
Cc1cccc(N2C(=O)CS/C2=N\NC(=O)c2ccc(Br)cc2)c1C
  -2%, 5%, -18%, -23, -19%, -3%
CCOc1cc(CNC)ccc1OCC(=O)NC(C)(C)C
  ., 2%, 2%, ?, -19%, 4%
Cc1ccc2oc(-c3ccccc3)c(C(=O)O)c(=O)c2c1
  -1%, -1%, 1%, 52, -35%, -24%
CCCNC(=O)N1C2CCC1CC(O)(c1cccnc1)C2 (centres undefined)
  -1%, -1%, 1%, 22, -4%, -6%
CCC(C)Sc1nnc(CSc2nc(C)cc(C)n2)n1C (centres undefined)
  -5%, 0%, ?, -23, 3%, 4%
COc1ccc(C(=O)C(Cc2ccccc2)N(C)C)cc1 (centres undefined)
  -20%, 18%, 4%, -5, 3%, -3%
Cc1cc(C)nc(SCC(=O)NC(=O)c2ccccc2O)n1
  ., ., ., 8, -21%, 10%
CC(C(=O)Nc1ccc(N2CCOCC2)cc1)N1C(=O)NC(C)(C)C1=O (centres undefined)
  -1%, ., 0%, -5, -9%, 14%
Clc1cccc(Cl)c1/C=N/Nc1c(Cl)cncc1Cl
  6%, -6%, -13%, 30, -39%, ?
Cc1ccc(N/N=C(\C#N)C(=O)c2ccsc2)cc1
  0%, -18%, -9%, 9, -43%, 10%
COc1ccc(CCNC(=O)c2ccc(CNS(=O)(=O)c3cccc(Cl)c3)cc2)cc1OC
  -2%, -1%, ?, -7, -14%, 7.9µM*
COC(=O)c1cc2n(n1)CCCNC2=O
  ., 3%, 6%, 14, -16%, 8%
CC(C)Oc1ccccc1C1CC(=O)Nc2cc3c(cc21)OCCO3 (centres undefined)
  -2%, -24%, ?, -103*, -29%, ?
COCCCNc1nc(N)c([N+](=O)[O-])c(NCc2ccccc2)n1
  9%, 0%, 9%, ., 0%, -16%
N#Cc1ccc(C(=O)NNC(=O)c2cccc(S(=O)(=O)N3CCOCC3)c2)cc1
  ., ., ., 0, -34%, 11%
COCCN(CCOC)S(=O)(=O)c1ccc(C(=O)Nc2nc(-c3ccncc3)cs2)cc1
  0%, -4%, 0%, -34, 78%[activator], ?
CC1(C)Cc2nc(-c3ccccc3)n3cnnc3c2CO1
  -28%, 4%, -16%, 8, -3%, 9%
CCOC(=O)c1sc(SC)c2c1CCC/C2=N/OC
  2%, 8%, 7%, 3, -14%, ?
CCOc1cc(CNCCCN2CCOCC2)cc(Br)c1OCc1ccccc1Cl
  3%[57.1 µM], -14%, -11%, ?, 288%[activator], 3.5µM*
CC(CNC(=O)C(C)(C)C)NC(=O)C(C)(C)C (centres undefined)
  4%, 16%, -4%, ?, -7%, 3%
COc1cc(OC)c(NC(=O)CSc2nc3ccncc3[nH]2)cc1Cl
  2%, ., 2%, -11, -9%, .
COc1ccccc1-c1nnc(SCC(=O)NC2CCS(=O)(=O)C2)n1N (centres undefined)
  -18%, 0%, -2%, 3, -10%, 8%
O=C(NC(=S)Nc1ccccc1N1CCOCC1)c1ccc(-c2cccc(Cl)c2)o1
  -18%, 6%, ?, 20, -21%, 4%
O=C1N(Cc2cccnc2)C[C@@H]2C[C@@H](c3ccc(-c4ccccc4)cc3)N3CCC[C@@]123
  0%, 1%, 5%, ?, 164%[activator], ?
CCOc1cc2c(C#N)c(N3CCNCC3)nc(N)c2c(N)n1
  7%, ?, -4%, 74, -1%, -21%
Cc1ccc(S(=O)(=O)N(C)C)cc1-n1c(SCC(=O)Nc2ccc(F)cc2Cl)nc2ccccc2c1=O
  0%, -7%, -1%, -34, 22%, 1.3µM*
O=C(CN1C(=O)C2(SCC(=O)N2c2ccc(F)c(F)c2)c2ccccc21)Nc1cccc(Cl)c1 (centres undefined)
  6%, ., 16%, -93*, ., .
CCn1c(CSc2nc3ccccc3s2)nnc1SCC(=O)OC(C)(C)C
  -10%, -3%, 1%, 40, 39%, ?
N#CC1(C#N)C(C(N)=O)C1c1ccccc1 (centres undefined)
  ?, -21%, -2%, -31, -20%, 25%

Fetched by compound from above, two records:
Screens in order: Sm TGR inh, FBPA Giardia inh, AmpC detergent, HCMV inh, AmpC no deterg, HCV inh
O=C(NC(=S)Nc1ccccc1N1CCOCC1)c1ccc(-c2cccc(Cl)c2)o1
  -18%, 6%, ?, 20, -21%, 4%
CC(CNC(=O)C(C)(C)C)NC(=O)C(C)(C)C (centres undefined)
  4%, 16%, -4%, ?, -7%, 3%

More records.
Screens in order: Sm TGR inh, FBPA Giardia inh, AmpC detergent, HCMV inh, AmpC no deterg, HCV inh
CCCCCOC(=O)C(C)Sc1n[nH]c(=O)[nH]c1=O (centres undefined)
  4%, 0%, -4%, -32, -13%, 28%
CC1CCN(C(=O)Cn2nnc(-c3cccs3)n2)CC1
  -1%, 0%, 7%, 49, -11%, 0%
Cc1cccc(NS(=O)(=O)c2cccc(C(=O)NCc3ccccc3CN3CCOCC3)c2)c1
  -2%, ., -6%, -5, -14%, ?
OC(COc1cccc2ccccc12)CN1CCN(c2ccccn2)CC1 (centres undefined)
  -5%, -1%, 5%, 34, 134%[activator], -2%
CCN1/C(=C/C(=S)Nc2ccccc2)Sc2ccccc21
  13%, -8%, -9%, -91*, -35%, ?

Grouped by structure: the compounds so far with a cyano group (five)
Screens in order: Sm TGR inh, FBPA Giardia inh, AmpC detergent, HCMV inh, AmpC no deterg, HCV inh
Cn1c(=O)c2cc(C(=O)Nc3cccc(C#N)c3)sc2c2ccccc21
  -1%, ., -1%, -22, ., .
Cc1ccc(N/N=C(\C#N)C(=O)c2ccsc2)cc1
  0%, -18%, -9%, 9, -43%, 10%
N#Cc1ccc(C(=O)NNC(=O)c2cccc(S(=O)(=O)N3CCOCC3)c2)cc1
  ., ., ., 0, -34%, 11%
CCOc1cc2c(C#N)c(N3CCNCC3)nc(N)c2c(N)n1
  7%, ?, -4%, 74, -1%, -21%
N#CC1(C#N)C(C(N)=O)C1c1ccccc1 (centres undefined)
  ?, -21%, -2%, -31, -20%, 25%
